Assay outcomes: PubChem BioAssay, National Center for Advancing Translational Sciences (NCATS)
Sm TGR inh – blocks Schistosoma mansoni thioredoxin glutathione reductase. Q962Y6. 3% of 360,000 active. purified TGR, DTNB reduction, TNB absorbance 405 nm. Potency, µM (titrated, usually from 114 µM), without a hit: top-dose activity change, negative = inhibition, usual class: inhibitors; further: nearly all actives have a fitted effect of over 60% in size
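Kinetic colorimetric format: TGR-catalysed, NADPH-driven DTNB reduction monitored via TNB absorbance. Enzyme dispensed at 20 nM; compound exposure 15 min at room temperature before reaction start.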
TbPYK inhibitor – blocks Trypanosoma brucei pyruvate kinase; Potency, µM (doses to about 76.8 µM), inactives show top-dose activity, negative = inhibition, most hits filed as inhibitors; TbPYK enzyme, Kinase-Glo Plus ATP luminescence, 45 min; 0.12% of 410,000 active; AID 624173; further: nearly all actives have a fitted effect of over 50% in size
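Glycolytic pyruvate kinase of T. brucei was incubated with substrate, test compound and 130 uM ADP for 45 minutes at room temperature. Luminescent Kinase-Glo Plus signal was measured after 10 minutes.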
* = called active by the depositor; [ ] = remark or other dose. The call rests on the fitted dose curve; in most records, active means well fitted curve in the direction sought with a large enough effect; inconclusive means small, poorly fitted or top-dose-only effect, or another doubt; inactive means no such curve, though single readings can be large; an effect the other way counts as inactive or inconclusive. On the % scale 0 is the no-effect control and ±100 the full control effect; potency means the concentration at half of the fitted maximal effect.

Sample of the layout (five entries):
For C=CCOc1ccc(C2c3c(oc4ccc(C)cc4c3=O)C(=O)N2CCCN2CCOCC2)cc1 (stereo unspecified) the results were Sm TGR inh -33% and TbPYK inhibitor 8%.
Screening CCOc1ccccc1CNC(=O)c1cnc2sc(N3CCC(C)CC3)nn2c1=O returned Sm TGR inh 6% and TbPYK inhibitor -3%.
Screening Cc1ccccc1CN1C(=O)c2ccccc2S(=O)c2ccc(C(=O)NCc3ccc4c(c3)OCO4)cc21 (stereo unspecified) returned Sm TGR inh 9% and TbPYK inhibitor 8%.
COc1cccc(NS(=O)(=O)c2ccc3[nH]cc(C(=O)N4CCCC4)c(=O)c3c2)c1 was read as Sm TGR inh -10% and TbPYK inhibitor -1%.
Screening CCOc1ccc(C(=O)N2CC(=O)Nc3ccc(C)cc3C2c2ccc(F)cc2)cc1OCC (stereo unspecified) returned Sm TGR inh 1% and TbPYK inhibitor 2%.

Main list, from the first entry:
For C=CCOc1ccc(C2c3c(oc4ccc(C)cc4c3=O)C(=O)N2CCCN2CCOCC2)cc1 (stereo unspecified) the results were Sm TGR inh -33% and TbPYK inhibitor 8%.
Screening CCOc1ccccc1CNC(=O)c1cnc2sc(N3CCC(C)CC3)nn2c1=O returned Sm TGR inh 6% and TbPYK inhibitor -3%.
Screening Cc1ccccc1CN1C(=O)c2ccccc2S(=O)c2ccc(C(=O)NCc3ccc4c(c3)OCO4)cc21 (stereo unspecified) returned Sm TGR inh 9% and TbPYK inhibitor 8%.
COc1cccc(NS(=O)(=O)c2ccc3[nH]cc(C(=O)N4CCCC4)c(=O)c3c2)c1 was read as Sm TGR inh -10% and TbPYK inhibitor -1%.
Screening CCOc1ccc(C(=O)N2CC(=O)Nc3ccc(C)cc3C2c2ccc(F)cc2)cc1OCC (stereo unspecified) returned Sm TGR inh 1% and TbPYK inhibitor 2%.
Screening O=S(=O)(c1ccc2c(c1)CCN2)N1CCCCCC1 returned Sm TGR inh -3% and TbPYK inhibitor 2%.
For Cc1oc2ccc(O)c(CN3CCCC(C)C3)c2c1C(=O)Nc1ccccc1 (stereo unspecified) the results were Sm TGR inh 14% and TbPYK inhibitor 2%.
COc1ccc(C2NC(=O)N(C)C3=C2C(=O)N(c2ccc(C)cc2)C3)cc1 (stereo unspecified) was read as Sm TGR inh 9% and TbPYK inhibitor -3%.
For O=C(NCCCN1CCCCC1)c1sc2ncccc2c1-n1cccc1 the results were Sm TGR inh -2% and TbPYK inhibitor 3%.
CC1=C(C(=O)Nc2cccc(F)c2)C2(CCCCC2)OC1=O was read as Sm TGR inh 6% and TbPYK inhibitor -1%.
For O=C(NCCc1ccccc1)c1ccc2c(c1)CCN2S(=O)(=O)c1ccc(Br)cc1 the results were Sm TGR inh 0% and TbPYK inhibitor -6%.
COc1ccc(C2Nc3ccccc3-c3cc(C)nn32)cc1OC (stereo unspecified) was read as Sm TGR inh 18% and TbPYK inhibitor 0%.
Screening CCN(CC)c1ccc(NC(=O)CN2CCN(CC(=O)Nc3ccc(Cl)cc3)CC2)cc1 returned Sm TGR inh 0% and TbPYK inhibitor -9%.
Screening COc1cc(C(=O)CC2(O)C(=O)N(Cc3ccccc3Cl)c3ccccc32)cc(OC)c1OC (stereo unspecified) returned Sm TGR inh 2% and TbPYK inhibitor 0%.
For COc1ccc(S(=O)(=O)Nc2cccc(-c3ccc(N4CCC(C)CC4)nn3)c2)c(OC)c1 the results were Sm TGR inh -2% and TbPYK inhibitor -5%.
`CC(=O)c1ccc(Nc2nc3ccccc3nc2-n2nc(C)cc2C)cc1` gave Sm TGR inh -5% and TbPYK inhibitor -9%.
CCCN1CCN(C(=O)Cn2ncc3c4ccccc4n(Cc4cccc(Cl)c4)c3c2=O)CC1 was read as Sm TGR inh 5% and TbPYK inhibitor 2%.
COC(=O)c1ccc(OCC2c3cc(OC)c(OC)cc3CCN2C(=O)C(C)C)cc1 (stereo unspecified) was read as Sm TGR inh 34% and TbPYK inhibitor 7%.
For Cc1nc2nc(C)c(NS(=O)(=O)c3ccc(F)cc3)c(=O)n2[nH]1 the results were Sm TGR inh 4% and TbPYK inhibitor -7%.
`Cc1ccc(N2C(=O)CCSC23C(=O)N(Cc2ccccc2)c2ccccc23)cc1F` (stereo unspecified) gave Sm TGR inh 2% and TbPYK inhibitor -2%[15.4 µM].
Screening Cc1ccc(C)c(Nc2nnc(-c3ccc(C)c(S(=O)(=O)N4CCCCC4)c3)c3ccccc23)c1 returned Sm TGR inh 4% and TbPYK inhibitor 1%.
For CCOc1ccc(NC(=O)C2CCN(S(=O)(=O)c3c(C)noc3/C=C/c3ccco3)CC2)cc1 the results were Sm TGR inh -18% and TbPYK inhibitor -5%.
For CCn1cc2nc(SCc3cc(C)ccc3C)n(Cc3ccc(Cl)cc3)c(=O)c2n1 the results were Sm TGR inh 4% and TbPYK inhibitor -1%.
O=C(Nc1ccc2c(c1)N(C1CCCC1)C(=O)c1ccccc1S2)c1ccccc1F was read as Sm TGR inh 5% and TbPYK inhibitor 0%.
For COc1cccc(-c2nc(CS(=O)(=O)CC(=O)NCc3ccc(C)cc3)c(C)o2)c1 the results were Sm TGR inh -21% and TbPYK inhibitor -3%.
Screening CC(C)COc1cccc(C(=O)Nc2ccc(-c3nc4ncccc4o3)cc2)c1 returned Sm TGR inh inconclusive and TbPYK inhibitor -2%.
For COc1ccc(CN2COc3ccc4c(-c5ccccc5)cc(=O)oc4c3C2)cc1 the results were Sm TGR inh -1% and TbPYK inhibitor 1%.
For COc1ccc(S(=O)(=O)NCCc2nnc3ccc(SCC(=O)Nc4cc(C)cc(C)c4)nn23)cc1 the results were Sm TGR inh -7% and TbPYK inhibitor -1%.
CCCn1c(CCC(=O)Nc2cccc(C)c2C)nc2cccnc21 was read as Sm TGR inh -7% and TbPYK inhibitor -1%.
Screening Cc1ccc2nc(NC(=O)c3nc(SCc4ccccc4F)ncc3Cl)sc2c1 returned Sm TGR inh -1% and TbPYK inhibitor 0%.
`CCc1ccc(S(=O)(=O)NCc2nc3cccnc3n2Cc2cccc(OC)c2)cc1` gave Sm TGR inh 2% and TbPYK inhibitor -6%.
For COc1ccc(C)cc1NC(=O)C1CCCN(S(=O)(=O)c2ccc3c(c2)oc(=O)n3C)C1 (stereo unspecified) the results were Sm TGR inh 5% and TbPYK inhibitor 0%.
For CN(Cc1ccccc1)c1ccc(-c2nc(-c3ccccc3)no2)cc1[N+](=O)[O-] the results were Sm TGR inh 2% and TbPYK inhibitor -9%.
Screening Cc1ccc(Nc2ncc(C(=O)Nc3ccc(F)cc3F)c3ccccc23)cc1Cl returned Sm TGR inh -1% and TbPYK inhibitor 1%.
Screening CCOC(=O)c1cccc(NC(=O)c2ccc3c(c2)nnn3C2CCCC2)c1 returned Sm TGR inh 11% and TbPYK inhibitor -2%.
Screening COc1cccc(NC(=O)C2CCN(S(=O)(=O)c3ccc4[nH]c5c(c4c3)CCCCC5)CC2)c1 returned Sm TGR inh 11% and TbPYK inhibitor 3%.
Screening Cn1c(=O)oc2cc(S(=O)(=O)NCCC(=O)Nc3ccc(F)c(Cl)c3)ccc21 returned Sm TGR inh -33% and TbPYK inhibitor 0%.
For O=C(Cc1cccs1)NC1CC(=O)N(c2ccc(F)cc2)C1 (stereo unspecified) the results were Sm TGR inh 2% and TbPYK inhibitor 2%.
For COCCCNC(=O)c1ccc2c(c1)N=C(C)c1c(C)ccc(C)c1S2 the results were Sm TGR inh 0% and TbPYK inhibitor -3%.
Screening Cc1ccc(Cl)cc1NC(=O)Cn1nnc2sc3c(c2c1=O)CCC(C(C)(C)C)C3 (stereo unspecified) returned Sm TGR inh 6% and TbPYK inhibitor 0%.
`COC(=O)c1cc(NC(=O)[C@H](CCS(C)(=O)=O)N2Cc3ccccc3C2=O)cc(C(=O)OC)c1` gave Sm TGR inh -36% and TbPYK inhibitor 2%.
`Cc1nc2sccn2c(=O)c1S(=O)(=O)Nc1ccc(N2CCOCC2)cc1` gave Sm TGR inh 4% and TbPYK inhibitor -6%.
Screening O=C(Cn1nc(-c2ccc(Cl)cc2)ccc1=O)NCCc1ccccc1 returned Sm TGR inh 7% and TbPYK inhibitor 5%.
Screening CCOC(=O)c1c(-c2ccccc2)oc2ccc(OCc3ccc(C)cc3)cc12 returned Sm TGR inh 7% and TbPYK inhibitor 1%.
Screening Cc1oc(-c2ccc(C(=O)NCCN(C)C)cc2)nc1CS(=O)(=O)c1ccccc1 returned Sm TGR inh -2% and TbPYK inhibitor -16%.
`O=C(Nc1sc2c(c1C(=O)NCc1ccccc1)CCCC2)c1cc(=O)c2cc(Cl)ccc2o1` gave Sm TGR inh 0% and TbPYK inhibitor 3%.
For Cc1nn2c(=O)cc(CN(C)c3ccccc3)nc2s1 the results were Sm TGR inh 0% and TbPYK inhibitor -4%.
Screening O=C(Nc1cccs1)Nc1cc(C(F)(F)F)ccc1Cl returned Sm TGR inh -4% and TbPYK inhibitor -5%.
Cc1cc2c(cc1NC(=O)c1ccccc1Cl)n(C)c(=O)c(=O)n2C was read as Sm TGR inh 1% and TbPYK inhibitor 1%.
Screening CCc1cccc(NC(=O)Cc2nc(-c3ccc(OC)cc3)no2)c1 returned Sm TGR inh 9% and TbPYK inhibitor -3%.
Screening COc1cc(NC(=O)Cn2c(=O)n(Cc3ccco3)c(=O)c3oc4ccccc4c32)cc(OC)c1 returned Sm TGR inh -3% and TbPYK inhibitor 9%.
For COc1ccc(OC)c(CNC(=O)C(C)n2c(C)c3cnn(-c4ccccc4)c(=O)c3c2C)c1 (stereo unspecified) the results were Sm TGR inh -13% and TbPYK inhibitor 3%.
CCN(C(=O)C1CCC(CNS(=O)(=O)c2cccc3nsnc23)CC1)c1cccc(C)c1 (stereo unspecified) was read as Sm TGR inh 4% and TbPYK inhibitor -4%.
COc1ccc(NC(=O)C(=O)NCCc2csc3nc(-c4ccccc4C)nn23)cc1 was read as Sm TGR inh 9% and TbPYK inhibitor 5%.
For COc1ccc(C(=O)NCC2(N3CCN(C)CC3)CCCCC2)cc1 the results were Sm TGR inh 4% and TbPYK inhibitor -6%.
CCOc1ccc(NC(=O)C(=O)NCc2ccco2)cc1 was read as Sm TGR inh -5% and TbPYK inhibitor 0%.
`Cc1ccc(NC(=O)CN(C)S(=O)(=O)c2cccc3nsnc23)c(C)c1` gave Sm TGR inh 4% and TbPYK inhibitor 1%.
`CCOC(=O)N1CCN(Cc2nc3cc(NC(=O)c4ccccc4OC)ccc3n2C(C)C)CC1` gave Sm TGR inh -26% and TbPYK inhibitor 3%.
`CCOc1c(CC2C(=O)Nc3ccc(Br)cc32)cccc1OC` (stereo unspecified) gave Sm TGR inh -11% and TbPYK inhibitor 0%.
CCSc1nc2ccccc2c(OCc2ccc(Cl)cc2)c1C(=O)OC was read as Sm TGR inh 15% and TbPYK inhibitor 2%.

Two consecutive records from above, quoted:
`CCOc1c(CC2C(=O)Nc3ccc(Br)cc32)cccc1OC` (stereo unspecified) gave Sm TGR inh -11% and TbPYK inhibitor 0%.
CCSc1nc2ccccc2c(OCc2ccc(Cl)cc2)c1C(=O)OC was read as Sm TGR inh 15% and TbPYK inhibitor 2%.

Later entries:
Cc1cc(NC(=O)c2ccc3c(c2)N(Cc2cccc(Cl)c2)C(=O)c2ccccc2S3(=O)=O)ccc1Br was read as Sm TGR inh 2% and TbPYK inhibitor 6%.
For O=C(Nc1ccc2nc(SCc3ccccc3)sc2c1)c1ccccc1F the results were Sm TGR inh 1% and TbPYK inhibitor 0%.
For Cc1cccc(NC(=O)CCS(=O)(=O)c2cc(Br)cc3c2N(C(=O)C2CC2)CC3)c1C the results were Sm TGR inh 3% and TbPYK inhibitor -10%.
COCCCNC(=O)c1[nH]c2cc(OC)ccc2c1Sc1ccc(C)cc1 was read as Sm TGR inh 4% and TbPYK inhibitor 0%.
`COc1ccc(-c2nn(-c3ccc(C)c(Cl)c3)c3c2cnc2cc(OC)c(OC)cc23)cc1` gave Sm TGR inh 10% and TbPYK inhibitor -14%.
`COc1ccc(/C=C(\C#N)c2nc(-c3cc4ccccc4oc3=O)cs2)cc1OC` gave Sm TGR inh 0% and TbPYK inhibitor 5%.
Cc1cc(C(=O)Nc2ccc(-n3c(C)nc4ccccc4c3=O)cc2)ccc1[N+](=O)[O-] was read as Sm TGR inh 6% and TbPYK inhibitor 6%.
CCCCOC(=O)c1ccc(NC(=O)c2ccc3c(c2)CCN3S(=O)(=O)c2ccccc2)cc1 was read as Sm TGR inh 6% and TbPYK inhibitor -7%.
For CCCCCn1c(=O)[nH]c2cc(C(=O)N3CCN(c4ccc(OC)cc4)CC3)ccc2c1=O the results were Sm TGR inh -8% and TbPYK inhibitor -1%.
`Cn1nc(C(=O)Nc2ccc(F)c(Cl)c2)c2c1-c1ccccc1S(=O)(=O)C2` gave Sm TGR inh -1% and TbPYK inhibitor 2%.
For CCOC(=O)c1c(C)oc2nc(C)nc(N3CCN(c4ccccc4)CC3)c12 the results were Sm TGR inh 10% and TbPYK inhibitor 1%.
`O=C(CCc1nc(CN2CCN(S(=O)(=O)c3ccc(Br)cc3)CC2)no1)N1CCCCC1` gave Sm TGR inh 1% and TbPYK inhibitor 6%.
For CCN(CC)c1cc2c(cc1F)c(=O)c(S(=O)(=O)c1ccc(OC)cc1)cn2CC the results were Sm TGR inh -14% and TbPYK inhibitor 1%.
Cc1ccc(NC(=O)c2ccc(=O)n(CC(=O)Nc3cc(C)cc(C)c3)n2)cc1 was read as Sm TGR inh 4% and TbPYK inhibitor 3%.
Screening Cc1cc([N+](=O)[O-])ccc1NC(=O)CSc1nccn1C returned Sm TGR inh 0% and TbPYK inhibitor -5%.

A portion of the library. The share of hits here may be higher or lower than overall.
